Screening data: PubChem BioAssay, National Center for Advancing Translational Sciences (NCATS)
RXFP1 antag: RXFP1 (human) relaxin receptor antagonism. HEK293-RXFP1, relaxin-stimulated cAMP HTRF, 30 min; active compounds read low. activity change, negative = inhibition, % at 57.5 µM. 0.59% of 350,000 active;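 active means activity change of -60% or lower, but not beyond a set lower limit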; further: on the % scale 0 is the no-effect control and ±100 the full control effect
D1 antag: blocks dopamine activation of the human D1 receptor; HEK293 TREx D1 cells, calcium flux, dopamine EC80; active compounds read low; P21728; 3.2% of 360,000 active; AID 504652; activity change, negative = inhibition, % at 10 µM; in the data active means activity change below about -30%; further: on the % scale 0 is the no-effect control and ±100 the full control effect
Target sequence (P21728 whole entry, looked up): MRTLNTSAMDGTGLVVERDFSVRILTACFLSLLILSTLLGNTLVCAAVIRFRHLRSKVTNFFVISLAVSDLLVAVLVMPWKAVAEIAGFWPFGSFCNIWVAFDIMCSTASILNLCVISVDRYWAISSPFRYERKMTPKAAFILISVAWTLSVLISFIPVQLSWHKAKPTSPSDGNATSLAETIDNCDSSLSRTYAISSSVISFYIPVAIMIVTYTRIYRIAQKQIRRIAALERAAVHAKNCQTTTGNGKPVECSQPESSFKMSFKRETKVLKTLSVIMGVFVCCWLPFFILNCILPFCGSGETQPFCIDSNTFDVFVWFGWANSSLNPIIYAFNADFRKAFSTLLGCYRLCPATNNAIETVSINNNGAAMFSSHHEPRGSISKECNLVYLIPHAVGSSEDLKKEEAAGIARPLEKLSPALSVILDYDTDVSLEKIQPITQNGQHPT
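Tetracycline-induced HEK293 T-REx cells with force-coupled D1 receptor were loaded with a no-wash calcium dye. Compound was added after a 10 s baseline and read kinetically for 180 s; EC80 dopamine was then added and calcium flux followed another 180 s.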
D2 ag: D2 dopamine receptor (human) agonism; 0.53% of 340,000 active; HEK293 T-REx D2 cells, calcium flux agonist mode; activation, % at 2 µM; AID 485358;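 active means activation over 3 SD above normal in the single-dose calcium agonist read, cut at about 30% in these data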; further: 0% is about no effect
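In this primary screen, compounds producing a positive calcium signal within 180 s of addition to tetracycline-induced, force-coupled HEK293 Trex D2 cells are flagged; cells are dye-loaded with a no-wash calcium kit beforehand.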
D1 ag: human D1 receptor agonism. HEK293 T-REx D1 cells, calcium flux, agonist mode. activation, % at 2 µM. P21728. 1% of 360,000 active; further: 0% is about no effect
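Tetracycline-induced HEK293 TREx D1 cells, force-coupled to calcium signalling, were dye-loaded with a no-wash calcium kit. Compound was pin-added after a 10 s baseline. Fluorescence was read kinetically at 1 cycle/s for 180 s, with calcium rises flagged as agonism.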
TRHR enhancer: allosteric enhancers of human TRH receptor. P34981. enhancement, % at 2 µM. TRHR cells, fluo-8 calcium fluorescence, EC20 TRH enhancement. 0.66% of 360,000 active; in the data active means enhancement above about 30%; further: 0% is about no effect
Target sequence (P34981 whole entry, looked up): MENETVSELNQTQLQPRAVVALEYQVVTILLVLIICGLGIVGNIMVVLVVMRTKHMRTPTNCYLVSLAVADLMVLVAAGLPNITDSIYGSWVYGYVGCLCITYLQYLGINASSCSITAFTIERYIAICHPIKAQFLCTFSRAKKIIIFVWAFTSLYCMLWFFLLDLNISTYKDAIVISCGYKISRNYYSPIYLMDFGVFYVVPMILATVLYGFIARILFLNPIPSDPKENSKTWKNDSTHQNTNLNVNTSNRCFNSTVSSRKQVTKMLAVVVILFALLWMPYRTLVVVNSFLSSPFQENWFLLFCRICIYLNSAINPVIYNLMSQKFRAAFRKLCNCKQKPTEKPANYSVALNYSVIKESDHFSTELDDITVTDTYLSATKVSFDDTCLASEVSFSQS
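TRHR-expressing cells loaded with fluo-8 calcium dye were read kinetically (ex 480/em 530) during compound addition, then stimulated with an EC20 of TRH (10 nM final). Enhancement of the Gq-mediated intracellular calcium response was scored.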
TRHR ag: agonists of human TRH receptor | P34981 | TRHR cells, calcium flux fluo-8, FDSS agonist mode | activation, % at 2 µM | 0.18% of 360,000 active | AID 493084; further: 0% is about no effect
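Steps: seed TRHR cells overnight; add fluo-8 no-wash Ca dye, RT 30 min–1.5 h; record 10 s baseline; pin-transfer compounds; monitor fluorescence 1 cycle/s for the agonist window. Calcium increases flag candidate agonists.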
D1 PAM: human D1 dopamine receptor positive modulation | potentiation, % at 10 µM | P21728 | AID 504651 | 0.036% of 360,000 active | HEK293 TREx D1 cells, calcium flux, dopamine EC20 potentiation; in the data active means potentiation above about 30%; further: 0% is about no effect
D2 potentiator: D2 dopamine receptor (human) potentiation | potentiation, % at 10 µM | 0.34% of 340,000 active | HEK293 T-REx D2, calcium flux, EC20 dopamine potentiation;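 active means potentiation over 3 SD above the plate norm, cut at about 30% in these data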; further: 0% is about no effect
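Primary screen. Calcium kinetics in induced HEK293 T-REx D2 cells: compound pre-addition 180 s, EC20 dopamine, 180 s more.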
D2 antag: D2 dopamine receptor (human) antagonism; P14416; HEK293 TREx D2 cells, calcium flux, dopamine EC80; inhibition, % at 10 µM; 2% of 340,000 active; AID 485344; in the data active means inhibition above about 30%; further: 0% is about no effect
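Inhibition of EC80 dopamine-driven calcium flux, recorded kinetically, defines activity here; cells are a tetracycline-induced HEK293 T-REx line expressing force-coupled D2.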
Starred values were filed as active, the others as inactive; . = no result given; & = joins results of further samples. Unless noted, no stated cut-off is given here; in the data, active means activation above about 30%; inactive means the rest.

molecule,RXFP1 antag,D1 antag,D2 ag,D1 ag,TRHR enhancer,TRHR ag,D1 PAM,D2 potentiator,D2 antag
Cc1cc(C(=O)NNC(=S)NC(C)c2ccccc2)cs1 (stereo not drawn),-11.4,8.0,0.7,3.4,-0.7,0.4,0.0,-5.0,-7.8
CC(CCn1cccn1)NC(=O)c1cc(COc2ccc(F)cc2Cl)on1 (stereo not drawn),-9.9,-0.4,1.4,3.0,-3.4,1.4,3.2,-4.4,3.3
CCOC(=O)C1CCN(C(=O)COC(=O)c2ccccc2C(=O)c2ccc(Cl)cc2)CC1,-10.1,19.4,-0.2,0.2,-0.7,0.5,-1.8,-1.2,-11.0
Cn1c(=O)c2c(O)c(Cc3ccccc3)c(=O)[nH]c2n(C)c1=O,-9.2,-7.5,-0.1,2.9,-0.1,-0.4,-7.0,4.2,-5.3
COC(=O)Nc1ccc(OC)c(OC)c1,-9.5,10.9,0.3,-0.3,2.2,-0.2,6.5,12.3,8.3
CS(=O)(=O)Nc1ccc(N2CCCCC2)c(Cl)c1,4.8,-5.0,-1.1,0.4,5.6,-1.8,-1.2,-0.1,-7.5
COc1ccc(CNC(=O)COc2cc(O)c3c(c2)OC(C)(C)CC3=O)cc1,.,-4.4,0.9,1.1,-6.9,3.0,-0.3,4.5,-7.4
Cc1cccc(/N=C/c2c(O)[nH]c3ccccc23)n1,-17.4,-14.0,0.4,32.7*,-6.5,-0.2,-7.5,-0.8,4.0
COc1ccc(-c2cc(-c3ccc4c(c3)NC(=O)CO4)nc3c2COc2ccc(F)cc2-3)cc1,.,4.9,-0.2,-0.4,-0.1,1.6,-0.1,16.6,.
N/C(COc1ccc(Cl)cc1Cl)=N\NS(=O)(=O)c1ccccc1,10.1,17.0,0.3,0.1,-0.1,0.1,-4.8,-2.4,22.3
Cc1cc(NC(=O)CCC(=O)N(CC(=O)NC2CCCC2)Cc2ccc(F)cc2)no1,1.9,1.0,0.3,-4.0,-0.8,-0.5,2.5,-0.5,-0.9
COc1ccc(-n2c(Cc3cc(=O)[nH]c(=O)[nH]3)nnc2SCC(=O)Nc2cc(C(F)(F)F)ccc2Cl)cc1,-4.4,4.7,-0.5,0.6,1.5,0.7,0.4,-20.0,40.8*

Overlap with the part before: two entries, then new ones.
molecule,RXFP1 antag,D1 antag,D2 ag,D1 ag,TRHR enhancer,TRHR ag,D1 PAM,D2 potentiator,D2 antag
Cc1cc(NC(=O)CCC(=O)N(CC(=O)NC2CCCC2)Cc2ccc(F)cc2)no1,1.9,1.0,0.3,-4.0,-0.8,-0.5,2.5,-0.5,-0.9
COc1ccc(-n2c(Cc3cc(=O)[nH]c(=O)[nH]3)nnc2SCC(=O)Nc2cc(C(F)(F)F)ccc2Cl)cc1,-4.4,4.7,-0.5,0.6,1.5,0.7,0.4,-20.0,40.8*
O=C(CCCOc1ccccc1)Nc1cc(S(=O)(=O)N2CCOCC2)ccc1N1CCOCC1,0.4,-12.9,-0.3,2.4,-3.1,-2.8,-8.0,-7.9,0.0
COc1ccc(-c2nnc(Nc3ccc(CC(N)=O)cc3)c3ccccc23)cc1,4.5,-26.8,-1.2,2.8,0.1,-1.7,-3.4,15.7,-0.3
Cc1ccc(NC(=O)c2cc(-c3ccc(F)cc3)on2)cc1C,0.5,14.2,0.3,2.3,-5.6,0.0,-8.2,-18.9,-17.3
O=C(CN1C(=O)COc2ccc(S(=O)(=O)N3CCCCCC3)cc21)N1CCN(c2ccccc2)CC1,.,10.6,6.8,-0.2,-7.3,0.2,2.8,-4.1,.
CC1CC(C)CN(Cc2nc(N)nc(Nc3ccccc3)n2)C1 (stereo not drawn),-9.4,-9.4,-0.5,-0.5,-1.6,0.1,4.5,-5.3,-4.9
Cc1[nH]n(C(N)=S)c(=O)c1N=Nc1ccc(Cl)cc1Cl,-9.1,-6.4,2.6,2.8,0.6,0.3,-2.5,-1.8,3.7
Cc1cccc(OCC(=O)N/N=C/c2ccccc2C(=O)O)c1,12.1,-8.0,2.2,1.8,0.4,0.3,9.2,5.1,-16.5
CCS(=O)(=O)c1ccc2oc(=O)c(/C=C(\O)c3ccc(Cl)cc3)nc2c1,-12.7,-0.2,1.5,2.3,-7.7,0.4,-3.3,-3.3,12.9
CCOc1ccc(OCCC(=O)N(CCC(C)C)c2c(N)n(Cc3ccccc3)c(=O)[nH]c2=O)cc1,-11.1,8.3,1.9,0.1,1.1,-0.6,1.1,9.2,0.1
CCNc1nc(SC(C)C(=O)Nc2ccccc2)nc(N2CCOCC2)n1 (stereo not drawn),1.6,16.7,.,1.2,2.9,-0.3,0.2,.,.
O=C(c1ccc(Cl)c(Cl)c1)N1CCC(=O)N(C(COCc2cccc(C(F)(F)F)c2)Cc2ccccc2)CC1 (stereo not drawn),.,15.5,-0.3,20.4,4.5,-0.8,-2.0,5.4,4.2
COc1ccc(-n2c(=O)cc(N3CCN(Cc4ccccc4)CC3)[nH]c2=O)cc1,.,-3.9,-0.5,0.4,5.5,1.0,-3.9,-3.4,-6.8
Cc1ccc(OCC(=O)Nc2ccc(-c3nc4ccc(C)cc4o3)cc2)cc1,-12.0,-8.6,-0.4,-0.6,-6.1,1.7,-1.4,-9.5,.
Cc1cc(C)cc(OC(C)C(=O)Nc2ccc3c(c2)n(C)c(=O)n3C)c1 (stereo not drawn),7.2,10.1,-0.8,0.8,-2.0,-1.6,0.0,7.1,11.7
COc1ccc(NC(C)=O)cc1NC(=O)CSc1nc2ncccc2[nH]1,12.2,-1.8,.,0.7,-3.0,2.0,0.3,.,.
COc1ccc(OCC(O)COc2ccc(OC)cc2)cc1,-4.6,-8.8,0.2,4.1,-1.4,-0.2,11.4,4.6,-4.4
N#Cc1cnc(NCc2ccc(Cl)cc2Cl)nc1,2.3,-2.3,-2.1,3.0,9.3,-0.1,-0.1,-8.8,-8.2
CCS(=O)(=O)N1CCCC(C(=O)NCCN2CCC(Cc3ccccc3)CC2)C1 (stereo not drawn),1.0,1.7,3.6,1.6,-1.5,-0.1,-1.8,-13.1,-10.0
COc1ccc(C=O)cc1CSc1nnc(COc2cccc3cccnc23)o1,0.4,-4.2,3.4,6.1,-4.6,0.2,-5.5,5.6,-16.9
COc1ccc(C(=O)O)cc1S(=O)(=O)Nc1ccccc1-c1ccccc1,-22.6,6.9,-3.3,1.4,1.5,0.5,-3.1,.,-4.7
COc1ccccc1OCC(=O)NNC(=O)c1c(-c2ccccc2Cl)noc1C,-9.8,10.7,-0.5,0.7,0.2,1.6,-1.6,.,9.0
O=[N+]([O-])c1c(Nc2ccc(Br)cc2)ccc2nonc12,-5.5,15.6,0.0,2.3,-1.0,-1.3,-5.5,-8.8,6.4
O=C(Nc1nnc(S(=O)(=O)N2CCCC2)s1)c1ccccc1Cl,-14.7,6.6&-3.1,-1.9&0.0,1.1&0.3,-1.9&-2.9,-0.2&-0.6,-0.6&-2.5,-4.1&1.0,34.9*
CCn1nnc(NC(=S)NC(=O)c2ccc(-c3cccc(Cl)c3)o2)n1,-33.0,-16.4,-0.5,5.0,-2.4,-0.8,3.8,4.9,3.0
CN1CCc2nc(SCC(=O)Nc3cccc(F)c3)c(C#N)c(-c3cccs3)c2C1,0.4,-9.0,-0.5,11.6,5.2,-0.1,-3.8,0.5,0.4
Cc1cccc2sc(NC(=O)CCn3cccc3)nc12,7.8,-4.4,0.5,5.1,3.7,0.3,0.0,3.3,8.2
COc1ccc(NC(=O)CSc2nc3c(oc4ccccc43)c(=O)n2Cc2ccco2)cc1Cl,-1.4,4.6,1.0,1.8,-5.3,0.8,-3.5,10.1,.
Cc1cc(=O)oc2c(CN3CCCC3)c(O)ccc12,3.1,2.4,-0.8,0.1,7.9,-0.1,1.1,-2.1,13.2
CCCN1CCN(C(=O)Cn2nc(CC)n3c(cc4sccc43)c2=O)CC1,.,-3.2,-0.1,0.6,-2.0,0.2,-6.8,9.3,-5.9
O=C(OCCc1cc2ccccc2c(=O)o1)c1ccc(F)cc1,.,.,-2.8,-2.3,0.1,-0.9,-2.7,6.8,2.9
CCc1nnc(NC(=O)c2ccc(S(=O)(=O)N3CCCCCC3)cc2)s1,5.4,2.8,-0.1,-1.6,0.1,0.3,0.7,-6.2,4.2
C=CCN(c1ccc(C(=O)NCCCn2ccnc2)cc1)S(C)(=O)=O,10.0,0.7,-2.0,1.1,-2.1,-0.3,-2.6,7.3,4.4
CCC(=O)N1CCc2cc(Br)cc(S(=O)(=O)N3CCCC(C(=O)NC(C)(C)C)C3)c21 (stereo not drawn),-8.1,-6.3,-0.7,-1.4,3.8,-1.3,-5.0,0.7,-2.9
CCn1nc(C)c(CNC(=O)C2CCC(=O)N(CCc3ccc(Cl)cc3)C2)c1C (stereo not drawn),10.8,1.2,-0.5,0.5,-0.3,0.4,-4.0,-1.8,-17.9
COCCNC(=O)c1ccc2c(=O)n(Cc3ccco3)c(SCC(=O)NC3CCCC3)nc2c1,12.4,-2.3,0.2,0.2,-9.6,-0.5,-2.9,1.8,2.8
CCC(=O)N1CCN(c2ccc(NC(=O)c3ccco3)cc2Cl)CC1,-2.7,2.0,0.2,7.5,0.3,0.4,-1.8,4.3,-2.0
CCN(C(=O)COC(=O)CSc1ccccc1)c1c(N)n(Cc2ccccc2)c(=O)[nH]c1=O,-11.6,3.3,0.6,2.3,-20.0,0.0,-3.5,9.5,-16.4
CCOc1ccccc1C1CC(=O)NC2=C1C(=O)CCC2 (stereo not drawn),-3.5,10.6,-1.2,1.8,3.8,1.1,-3.9,10.7,10.7
CCCCN(CCCNC(=O)c1cc(Nc2ccccc2OC)nc2ccccc12)c1ccccc1,.,-1.0,-0.4,0.6,-4.0,2.2,-0.6,-1.8,.
Cc1cc(N2CCN(c3ccccn3)CC2)n2c(nc3ccccc32)c1C#N,-6.8,-17.2,0.8,1.0,-2.0,-0.3,-0.6,-6.4,1.2
CCOC(=O)CCC(NC(=O)CCCCCCCCC(=O)NC(CCC(=O)OCC)C(=O)OCC)C(=O)OCC (stereo not drawn),-6.4,1.6,-0.3,2.8,-2.0,-1.1,-4.3,11.5,-10.5
CCOC(=O)c1c(NC(=O)CSc2ncnc3ccccc23)sc(C)c1C,-5.2,12.3,-0.3,2.7,9.0,0.1,10.1,0.1,6.6
CC(=O)c1ccc(NC(=S)N2CC(C)CC(C)C2)cc1 (stereo not drawn),-10.8,-15.5,-1.3,2.7,-1.8,0.3,-0.3,-15.8,14.0

Fetched by compound from the entries so far:
molecule,RXFP1 antag,D1 antag,D2 ag,D1 ag,TRHR enhancer,TRHR ag,D1 PAM,D2 potentiator,D2 antag
N#Cc1cnc(NCc2ccc(Cl)cc2Cl)nc1,2.3,-2.3,-2.1,3.0,9.3,-0.1,-0.1,-8.8,-8.2
CCc1nnc(NC(=O)c2ccc(S(=O)(=O)N3CCCCCC3)cc2)s1,5.4,2.8,-0.1,-1.6,0.1,0.3,0.7,-6.2,4.2
COc1ccc(CNC(=O)COc2cc(O)c3c(c2)OC(C)(C)CC3=O)cc1,.,-4.4,0.9,1.1,-6.9,3.0,-0.3,4.5,-7.4
